# Tn7 DDE FP: DD(E)-Tn7 binding inhibition, primary FP screen | P02675 | FP displacement of FITC-Tn7 peptide from fibrin DD(E); 0% = median of compound wells per plate | inhibition, % at 8.3 µM | 370,000 tested, 0.13% active | AID 720508;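 active means inhibition above the mean of compounds falling within the control limits plus 3 SD of them, cut at about 14% in these data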;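 further: 0% = plate median of compound wells and 100% = 10 µM Aha-Tn7 peptide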
#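 Assay system: human fibrin DD(E) protein / Input: 2 µM fibrin DD(E) / Benchmarks: high control of 10 µM Aha-Tn7 peptide / Measured by: fluorescence polarization of the labelled Tn7 tracer / Medium: Tris buffer with calcium and detergent, pH 7.8 / Timing: 10 min compound pre-incubation, 3 h probe incubation at room temperature / Repeats: one replicate per compound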
# TDP2 absorb: TDP2 (human) inhibition, absorbance primary screen; inhibition, % at 12.8 µM; AID 720702; 370,000 tested, 0.34% active; O95551; recombinant TDP2, T5PNP hydrolysis, p-nitrophenol absorbance 415 nm;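 active means inhibition above the mean of all tested compounds plus 3 SD, set per campaign, cut at about 25% in these data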;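 further: 0% = DMSO with enzyme and 100% = buffer with substrate but no TDP2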
#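 Read-out basis: percent inhibition. System: recombinant human TDP2. Buffer or medium: Mg2+-containing Tris-HCl buffer, pH 7.5. Repeats: single replicate. Timing: reaction 2 h, 37 °C. Benchmarks: high control without enzyme, low control DMSO plus TDP2. Probe or stimulus: 5 mM T5PNP. Doses: 12.8 µM only. Measured by: epi absorbance of p-nitrophenol freed from T5PNP by hydrolysis.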
# ASAP1 GAP inh: inhibitors of human ASAP1 ArfGAP activity; ASAP1-stimulated ARF1 GTP hydrolysis, GDP FP detection; 360,000 tested, 0.19% active; inhibition, % at 16.5 µM; in the data active means inhibition above about 25%;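 further: 0% = vehicle with enzyme and substrate and 100% = no enzyme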
# ADAM17 inh: ADAM17 inhibition, QFRET primary screen | P78536 | recombinant ADAM17, EDANS/DABCYL FRET peptide cleavage | inhibition, % at 6.95 µM | 370,000 tested, 0.83% active;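 active means inhibition above the mean of compounds lying between control limits plus 3 SD, set per campaign, cut at about 8.5% in these data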;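 further: 0% = DMSO-only wells as the low control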
# ARFGAP1 inhibitor: inhibitors of rat ARFGAP1. Q62848. Arfgap1-stimulated ARF1 GTP hydrolysis, GDP FP detection. inhibition, % at 16.5 µM. 360,000 tested, 0.26% active;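 active means inhibition above a per-plate limit, mean inhibition of low control wells plus 3 SD, cut at about 25% in these data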;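 further: 0% = DMSO wells with enzyme and 100% = wells lacking Arfgap1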
# Target sequence (Q62848 1-136 limits assumed): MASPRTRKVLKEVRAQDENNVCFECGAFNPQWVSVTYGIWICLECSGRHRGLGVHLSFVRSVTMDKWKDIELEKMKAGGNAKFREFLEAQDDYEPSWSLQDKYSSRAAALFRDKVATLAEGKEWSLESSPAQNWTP
#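 material = rat Arfgap1 catalytic domain, aa 1-136 | also added = human ARF1(Δ1-17)-GTP substrate | compound dosing = one concentration, 16.5 µM, DMSO 1.26% | times = GTP hydrolysis reaction 2 h at 25 °C | measured by = FP, GDP Alexa 633 tracer displaced from anti-GDP antibody, 620/688 nm | evaluation = percent inhibition of Arfgap1-stimulated GTP hydrolysis | replication = single well per compound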
# Tn6 DDE FP: disrupts Tn6 cyclic peptide binding to fibrin D-Dimer-E complex; P02675; Fibrin DD(E) TRITC-Tn6 fluorescence polarization displacement; inhibition, % at 8.3 µM; 370,000 tested, 0.21% active;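 active means inhibition above a per-campaign cutoff: mean of compounds within control limits plus 3 SD, cut at about 15% in these data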;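 further: 0% = median of all compound wells on the plate and 100% = blocking peptide control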
# ADAM10 inh: ADAM10 inhibition, QFRET primary screen; O14672; recombinant ADAM10, EDANS/DABCYL FRET peptide cleavage, 3 h; inhibition, % at 7 µM; 370,000 tested, 0.62% active;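 active means inhibition above a per-campaign cutoff equal to the mean of compounds falling between control-based bounds plus 3 SD, cut at about 20% in these data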;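 further: 0% = DMSO wells while the 100% control is not disclosed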
# Target sequence (O14672 214-748 limits assumed): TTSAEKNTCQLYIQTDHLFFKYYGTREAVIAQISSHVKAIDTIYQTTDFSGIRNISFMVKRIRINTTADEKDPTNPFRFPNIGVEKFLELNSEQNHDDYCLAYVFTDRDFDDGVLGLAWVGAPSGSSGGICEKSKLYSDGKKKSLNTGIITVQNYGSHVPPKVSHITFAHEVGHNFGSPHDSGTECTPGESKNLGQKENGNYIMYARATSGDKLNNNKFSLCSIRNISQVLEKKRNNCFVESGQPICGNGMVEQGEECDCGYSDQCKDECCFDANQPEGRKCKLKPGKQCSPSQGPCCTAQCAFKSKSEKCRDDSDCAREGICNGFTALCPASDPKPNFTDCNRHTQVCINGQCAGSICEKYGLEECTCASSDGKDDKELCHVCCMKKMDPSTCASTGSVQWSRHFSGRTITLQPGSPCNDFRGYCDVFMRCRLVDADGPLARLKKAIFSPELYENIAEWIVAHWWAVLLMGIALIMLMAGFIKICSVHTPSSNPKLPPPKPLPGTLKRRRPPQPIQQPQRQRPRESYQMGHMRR
# KLK7 zymogen act: activates the human kallikrein-7 zymogen | P49862 | purified proKLK7, EDANS-DABCYL substrate fluorescence; 100% is mature enzyme control, 0% vehicle | activation, % at 7 µM | 370,000 tested, 0.9% active;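 active means activation above the mean of all tested compounds plus 3 SD, computed per campaign excluding outliers beyond control limits, cut at about 13% in these data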
# Target sequence (P49862 whole entry, looked up): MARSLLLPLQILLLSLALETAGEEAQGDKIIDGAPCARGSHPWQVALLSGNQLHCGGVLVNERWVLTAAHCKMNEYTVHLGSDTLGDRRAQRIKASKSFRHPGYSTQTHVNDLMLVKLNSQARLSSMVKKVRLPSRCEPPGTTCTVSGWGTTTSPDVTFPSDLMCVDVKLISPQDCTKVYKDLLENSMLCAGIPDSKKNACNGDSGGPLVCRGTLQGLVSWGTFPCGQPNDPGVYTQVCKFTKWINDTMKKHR
# PLCg1 inh: PLC-gamma1 (human) inhibition, primary screen | inhibition, % at 12.2 µM | P19174 | purified PLC-gamma1, fluorogenic substrate, fluorescence | 370,000 tested, 0.84% active; in the data active means inhibition above about 9.5%
# LEDGF integ inh: blocks HIV-1 LEDGF/p75-dependent DNA integration. TR-FRET IN-LEDGF/p75 DNA integration, Eu/Cy5. inhibition, % at 3.7 µM. 370,000 tested, 0.64% active;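 active means inhibition above the screen-wide mean plus 3 SD, cut at about 13% in these data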;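 further: signal is the Cy5 over europium emission ratio at 671 and 618 nm; 0% = plate median of compound wells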
# An asterisk follows results filed as active; i = inactive; · = not tested or not shown.
Tn6 DDE FP,PLCg1 inh,ARFGAP1 inhibitor,KLK7 zymogen act,ADAM10 inh,Tn7 DDE FP,LEDGF integ inh,ADAM17 inh,ASAP1 GAP inh,TDP2 absorb,smiles
6,3,-12,0.6,-4,5,-7,-3,-15,-8,O=C1CCC(C(=O)N2CCCC(Nc3ccc(F)cc3)C2)=NN1 (stereo unspecified)
8,3,-3,-0.3,-1,6,-1,0,5,4,CCN1CCC(NCCc2ccc(F)cc2)CC1
4,10.0*,-2,0.2,0,-1,4,0,15,-12,CC1CCN(C(=O)CSc2nc3c(cnn3-c3ccc(Cl)cc3)c(=O)[nH]2)CC1
-5,-1,5,0.3,3,-6,1,1,4,1,CCCCCCNS(=O)(=O)c1ccc(OC)c(OC)c1
5,0,·,0.8,13,-3,3,3,·,-6,O=C(Nc1ccc(F)cc1)OCc1cn(Cc2cccc(C(F)(F)F)c2)nn1
-6,-2,-2,0.6,-4,-1,-1,-4,-13,11,COc1ccccc1OCC(=O)N/N=C1\CCCCc2ccccc21
2,-1,1,0.6,9,0,9,4,1,-8,CCN(CC(=O)NC(C)(C)C)Cc1nc2c(Br)cc(Br)cc2c(=O)[nH]1
2,-2,1,-0.3,-5,3,4,-3,4,-5,CCCCNC(=O)C(NC(=O)c1cccs1)C(=O)c1ccccc1 (stereo unspecified)
-1,2,18,-0.2,-4,-8,-3,0,-27,-8,O=C(OCCN1CCOCC1)c1ccccc1Cl
-4,1,9,0.6,2,-2,-2,-2,-1,-3,O=C1c2ccccc2C(=O)N1CCCC(=O)N1CCc2ccccc21
2,2,6,-0.4,-1,3,3,-1,2,-8,CSc1ccc(CCNC(=O)C2CCCN(c3ncnc4c3nc3n4CCCCC3)C2)cc1 (stereo unspecified)
4,-20,-6,-1.2,-24,-3,1,-9,-10,-14,CC(=O)n1cc(/C=C2/N=C(c3ccccc3)OC2=O)c2ccccc21

# Some of the entries above in a different format:
Molecule	Tn6 DDE FP	PLCg1 inh	ARFGAP1 inhibitor	KLK7 zymogen act	ADAM10 inh	Tn7 DDE FP	LEDGF integ inh	ADAM17 inh	ASAP1 GAP inh	TDP2 absorb
O=C1CCC(C(=O)N2CCCC(Nc3ccc(F)cc3)C2)=NN1 (stereo unspecified)	6	3	-12	0.6	-4	5	-7	-3	-15	-8
CCN1CCC(NCCc2ccc(F)cc2)CC1	8	3	-3	-0.3	-1	6	-1	0	5	4
CC1CCN(C(=O)CSc2nc3c(cnn3-c3ccc(Cl)cc3)c(=O)[nH]2)CC1	4	10.0*	-2	0.2	0	-1	4	0	15	-12
CCCCCCNS(=O)(=O)c1ccc(OC)c(OC)c1	-5	-1	5	0.3	3	-6	1	1	4	1
O=C(Nc1ccc(F)cc1)OCc1cn(Cc2cccc(C(F)(F)F)c2)nn1	5	0	·	0.8	13	-3	3	3	·	-6
COc1ccccc1OCC(=O)N/N=C1\CCCCc2ccccc21	-6	-2	-2	0.6	-4	-1	-1	-4	-13	11
CCN(CC(=O)NC(C)(C)C)Cc1nc2c(Br)cc(Br)cc2c(=O)[nH]1	2	-1	1	0.6	9	0	9	4	1	-8
CCCCNC(=O)C(NC(=O)c1cccs1)C(=O)c1ccccc1 (stereo unspecified)	2	-2	1	-0.3	-5	3	4	-3	4	-5
O=C(OCCN1CCOCC1)c1ccccc1Cl	-1	2	18	-0.2	-4	-8	-3	0	-27	-8
O=C1c2ccccc2C(=O)N1CCCC(=O)N1CCc2ccccc21	-4	1	9	0.6	2	-2	-2	-2	-1	-3
CSc1ccc(CCNC(=O)C2CCCN(c3ncnc4c3nc3n4CCCCC3)C2)cc1 (stereo unspecified)	2	2	6	-0.4	-1	3	3	-1	2	-8
CC(=O)n1cc(/C=C2/N=C(c3ccccc3)OC2=O)c2ccccc21	4	-20	-6	-1.2	-24	-3	1	-9	-10	-14

# Going on with the list:
Tn6 DDE FP,PLCg1 inh,ARFGAP1 inhibitor,KLK7 zymogen act,ADAM10 inh,Tn7 DDE FP,LEDGF integ inh,ADAM17 inh,ASAP1 GAP inh,TDP2 absorb,smiles
5,-1,-6,0.7,3,4,4,2,-1,4,Cc1ccc(OCC(=O)NNC(=S)NC(=O)c2ccc(Br)o2)c(C)c1
-3,4,4,-0.2,6,10,-1,-3,11,4,COCCCNC(=O)CSc1nc2c(sc(=S)n2-c2cc(Cl)ccc2OC)c(=O)[nH]1
-8,0,5,-0.4,-1,1,0,1,6,5,CC1Cc2nc(SCC(=O)Nc3nc4ccccc4s3)n(C)c(=O)c2S1 (stereo unspecified)
8,7,0,0.2,4,1,-1,3,1,-18,Cc1cc(C)cc(N(CC(=O)NCc2ccc(F)cc2)C(=O)CCC(=O)Nc2ccccn2)c1
-12,4,6,0.5,0,-5,1,2,-3,8,COCCCNCCCCOc1ccc(OCc2ccccc2)cc1
-5,2,10,-0.3,-1,-1,1,-2,-4,-13,C(=C\c1ccccc1)/CSc1nnc(-c2ccccn2)n1Cc1ccco1
-2,i,-12,13*,i,2,1,-168,-2,6,CCOC(=O)c1c(-c2ccccc2)cn2c(C)cc(C)nc12
-6,-1,0,1.4,5,9,0,-2,13,11,NC(=O)C1=C[C@@H](c2coc3ccccc3c2=O)C[C@@H](OCCCCO)O1
0,-2,-7,0.3,-4,4,2,-3,-4,3,Cc1cc(C(=O)CSc2nnc(-c3cccnc3)n2-c2ccccc2F)c(C)n1CC1CCCO1 (stereo unspecified)
-5,1,0,0.7,-1,1,-1,-2,3,8,Cc1nc(C)c(C(=O)C2=C(O)C(=O)N(CCN3CCOCC3)C2c2cccnc2)s1 (stereo unspecified)
-2,2,1,0.1,-3,-1,4,-2,4,10,CN(C)CCN[C@H]1CCC2C3CC=C4C[C@@H](O)CC[C@]4(C)C3CC[C@@]21C (stereo partly specified)
-4,0,-4,0.0,-2,0,0,0,12,-15,COc1ccc(NC(=O)C2CC2)cc1NS(=O)(=O)c1ccc(F)cc1
-1,-3,8,-0.2,1,-6,3,-3,-3,12,CC(C)NC(=O)COc1coc(CN2CCN(Cc3ccccc3)CC2)cc1=O
3,0,·,-0.2,-7,1,-2,3,·,-3,O=C1CSc2ccc(C(=O)N3CCCC(C(=O)N4CCCC4)C3)cc2N1 (stereo unspecified)
6,-2,-8,0.8,-3,2,-1,-3,8,8,CCN1/C(=C2\OC(=S)N(C)C2=O)C=Cc2ccccc21
1,0,-2,-0.6,0,-5,-1,0,5,9,COc1ccc(Cc2nc(C)cc(Cl)n2)cc1[N+](=O)[O-]
-4,-1,-3,0.9,10,-5,-2,0,9,8,O=C(CCCOc1ccccc1)Nc1ccc2c(c1)OCCO2
-7,3,6,-0.2,-6,-2,-3,4,-1,6,COc1ccc(CNC(=O)CCSCc2ccccc2C)cc1
-3,4,-5,-0.1,14,-2,5,3,0,-8,Cc1cccc(N2C(=O)C3C4CC(C(Br)C4Br)C3C2=O)n1 (stereo unspecified)
-6,-6,-2,0.8,-74,-2,2,-23,1,6,CCOc1cc(S(=O)(=O)N2CCN(S(=O)(=O)CC)CC2)c(OCC)cc1-n1cnnn1
-2,-4,-3,0.2,-21,0,2,-10,-7,-10,Cc1ccc(NC(=O)c2ccc3c(=O)n4c(nc3c2)CCC4)cc1S(=O)(=O)N(C)C
-2,-2,-3,0.5,18,5,-4,5,2,-4,O=C(NCc1ccccc1)c1cccc(COc2ccccc2Cl)c1
8,8,-3,-0.1,6,-7,5,2,1,1,Cc1ccccc1NC(=O)N1CCN(c2ncccn2)CC1
-9,2,3,0.5,11,1,-2,3,0,-11,CC(C)CCNC(=O)CCCc1ccccc1
4,-2,9,-0.4,4,-2,1,-4,9,-1,CCOc1cc(N2CCOCC2)c(OCC)cc1NC(=O)Cc1cccc(OC)c1
-1,0,-12,0.2,10,-6,4,10*,1,-13,Nc1ncc2c(n1)-c1cc(Cl)ccc1SC2
-2,-2,-2,-0.3,3,-3,-1,-4,1,-3,CC(=O)c1cccc(Nc2nc(-c3sc(C)nc3C)cs2)c1
1,-45,9,-1.5,-50,-8,4,-10,-11,-6,O=C(c1cc(-c2ccc(F)cc2)nc2ccccc12)N1CCN(C2CCS(=O)(=O)C2)CC1 (stereo unspecified)
-5,1,-6,0.1,3,8,1,0,-2,5,O=C(CSc1nnc(-c2ccco2)o1)NCCc1ccccc1
-1,-2,-2,0.3,-5,-2,-1,-1,6,0,CCCCSCCCNC(=O)Nc1cccc(OC)c1
0,0,-8,-0.2,-1,2,3,3,6,3,COc1cc(OC)cc(C(=O)N[C@H](C(=O)Nc2ccc3c(c2)OCO3)C(C)C)c1
-1,1,15,0.4,-14,4,-5,-2,-2,-13,CCOC(=O)N1CCN(C(=O)COC(=O)c2ccc(S(=O)(=O)N(CC)CC)cc2)CC1
-1,0,-11,-0.4,3,-6,-2,-2,4,0,Cc1ccc(N2C(=O)CCC2(C(N)=O)c2ccccc2)cc1 (stereo unspecified)
2,-2,0,-0.1,3,-1,5,2,7,22,Cc1cnc(C(=O)OCC(=O)c2cccc3ccccc23)cn1
-4,5,0,-0.1,-2,1,-2,-4,-3,7,CCCCOC(=O)c1ccc(NC(=O)c2cnccn2)cc1
9,i,7,0.4,0,0,2,-2,3,11,O=C1c2cccc3c([N+](=O)[O-])ccc(c23)C(=O)N1c1nccs1
1,2,0,0.4,-3,-2,3,4,8,-1,O=C(COc1ccc(S(=O)(=O)N2CCOCC2)cc1Cl)NC1CC1
-2,-1,6,0.1,8,1,1,1,-1,-1,COc1cc(OC)c2c(-c3ccccc3)cc(=O)oc2c1C(CCN1CCCC(C)C1)c1ccc(N(C)C)cc1 (stereo unspecified)
-3,6,-8,-0.1,9,-2,0,0,-6,1,O=C(NC(=S)Nc1ccc(S(=O)(=O)Nc2nccs2)cc1)c1ccccc1

# Hits appear at their usual frequency. Share with any hit: about 4.2%.
